# Screening data from PubChem.
# PGK inhibitor – qHTS Assay to Find Inhibitors of Phosphoglycerate Kinase. Phosphoglycerate kinase, glycosomal (Trypanosoma brucei brucei), P07378. PGK/GAPDH coupled, Kinase-Glo luminescence, 60 min. Potency, µM (doses to about 57.5 µM), inactives show at the top dose activity change, negative = inhibition, actives largely listed as inhibitors. hit rate 0.043% among 380,000. AID 602233, 2012; note: % is set by controls: 0 for no effect and ±100 for the full control effect; nearly all actives have a fitted effect of over 60% in size
#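 Luminescent ATP detection (Kinase-Glo Plus) follows a 60-minute room-temperature incubation, with wells lacking PGK as controls. Buffer: 100 mM TEA (pH 7.6), 5 mM MgCl2, 0.01% Tween-20. Coupling enzyme GAPDH (100 nM final) supplies unstable 1,3-BPG in-well.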
# GLS inh – qHTS for Inhibitors of Glutaminase (GLS); Glutaminase kidney isoform, mitochondrial (Homo sapiens), O94925; GLS enzymatic activity, qHTS titration; Potency, µM (titrated, usually from 45.5 µM), for the others: top-dose activity change, negative = inhibition, usual class: inhibitors; hit rate 0.21% among 410,000; note: % is set by controls: 0 for no effect and ±100 for the full control effect
#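 hKGA in 45 mM KH2PO4 pH 8.2, 0.02% Tween-20 with pin-transferred compounds; 1 mM L-glutamine (stock) plus glutamate oxidase/HRP/Amplex Red coupling added. Fluorescence read initially and after 30 min at RT.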
# JMJD2A Tudor – qHTS Assay for Inhibitors of JMJD2A-Tudor Domain. hit rate 4.4% among 390,000. AlphaScreen JMJD2A-Tudor / H3K4me3 peptide binding. AID 504339, 2011. Lysine-specific demethylase 4A (Homo sapiens), O75164. Potency, µM (highest dose often 114 µM), inactives show at the highest dose activity change, negative = inhibition, actives largely listed as inhibitors; note: % is set by controls: 0 for no effect and ±100 for the full control effect; nearly all actives have a fitted effect of over 50% in size
# Pin1 inhibitor – qHTS Assay to Find Inhibitors of Pin1; Potency, µM (top dose mostly 115 µM), inactives show top-dose activity, negative = inhibition, actives largely listed as inhibitors; Pin1 FP peptide displacement, HiFluor488, 10 min; hit rate 0.009% among 390,000; Peptidyl-prolyl cis-trans isomerase NIMA-interacting 1 (Homo sapiens), Q13526; active = well fitted inhibition curve with a large enough effect in the polarisation, with a control signal flat, not every such curve was filed as active; inconclusive = small, poorly fitted or top-dose-only effect, or effect the other way, or a change in a side signal; inactive = no such curve, though single readings can be large or run the other way; the % refers to the polarisation; note: % is set by controls: 0 for no effect and ±100 for the full control effect
# Target sequence (Q13526 whole entry, looked up): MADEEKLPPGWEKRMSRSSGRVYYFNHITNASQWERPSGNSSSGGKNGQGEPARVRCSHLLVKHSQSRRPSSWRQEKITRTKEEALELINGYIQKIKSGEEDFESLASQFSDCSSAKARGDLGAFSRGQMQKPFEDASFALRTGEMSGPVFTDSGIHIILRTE
# ERG-DNA inh – qHTS for Small Molecule Inhibitors of the ERG Ets/DNA interaction | Transcriptional regulator ERG (Homo sapiens), P11308 | fluorescence polarization, His-ERG Ets domain / labelled DNA | Potency, µM (series often up to 76.9 µM), for inactives: at the highest dose FP activity, negative = inhibition, most hits filed as inhibitors | hit rate 0.028% among 370,000 | AID 624246, 2012; active = well fitted inhibition curve with a large enough effect in the polarisation, with a control signal flat; inconclusive = small, poorly fitted or top-dose-only effect, or effect the other way, or a change in a side signal; inactive = no such curve, though single readings can be large or run the other way; the % refers to the polarisation;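 note: polarization taken with two DNA probes labelled with fluorescein and Texas red; % of control where 0% means no effect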
# Target sequence (P11308 whole entry, looked up, the tested form may be a part): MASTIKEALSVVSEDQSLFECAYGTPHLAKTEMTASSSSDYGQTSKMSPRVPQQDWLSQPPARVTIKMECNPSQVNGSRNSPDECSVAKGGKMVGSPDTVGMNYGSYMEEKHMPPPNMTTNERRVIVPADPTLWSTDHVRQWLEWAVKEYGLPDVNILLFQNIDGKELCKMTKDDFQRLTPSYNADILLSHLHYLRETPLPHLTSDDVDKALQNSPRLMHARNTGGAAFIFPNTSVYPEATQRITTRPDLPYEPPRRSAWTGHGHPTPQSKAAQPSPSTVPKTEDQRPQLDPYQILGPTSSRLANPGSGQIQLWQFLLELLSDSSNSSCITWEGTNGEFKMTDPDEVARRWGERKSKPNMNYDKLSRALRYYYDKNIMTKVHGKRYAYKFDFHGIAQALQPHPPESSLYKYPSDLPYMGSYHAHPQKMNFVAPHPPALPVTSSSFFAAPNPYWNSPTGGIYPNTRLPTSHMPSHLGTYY
#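 His-tagged ERG Ets domain (1 uM in the protein solution; 300mM KCl, 50mM Tris-HCl, 1mM EDTA, 1mM DTT, pH 7.5) received compound, then a probe mix of 5 nM fluorescein-DNA and 100nM Texas-615-DNA. Fluorescence polarization was read for both dyes.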
# HP1b binding inh – HTS for Inhibitors of HP1-beta Chromodomain Interactions with Methylated Histone Tails; Chromobox protein homolog 1 (Homo sapiens), P83916; AlphaScreen HP1-beta / biotin-H3K9me3 peptide binding; Potency, µM (series often up to 114 µM), for inactives: at the highest dose activity change, negative = inhibition, usual class: inhibitors; hit rate 0.56% among 390,000; note: nearly all actives have a fitted effect of over 70% in size; inactives centre near 23
# Target sequence (P83916 whole entry, looked up): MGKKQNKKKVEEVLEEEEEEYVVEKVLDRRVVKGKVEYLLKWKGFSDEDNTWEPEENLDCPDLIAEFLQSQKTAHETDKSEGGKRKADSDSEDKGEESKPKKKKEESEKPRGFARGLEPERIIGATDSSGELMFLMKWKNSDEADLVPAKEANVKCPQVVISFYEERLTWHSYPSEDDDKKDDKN
#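 HP1-beta protein (50 nM final) preincubated 30 min at room temperature with biotinylated H3(1-18)K9me3 peptide (50 nM) in PBS pH 7.4, 0.01% Tween-20, then compound added for 30 min. AlphaScreen streptavidin donor/nickel chelate acceptor beads (10 ug/mL final), 30 min dark, luminescence read.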
# RGS4 inh – Inhibitors of Regulator of G Protein Signaling (RGS) 4: qHTS | Potency, µM (top dose mostly 114 µM), inactives show at the top dose activity change, negative = inhibition, hits mostly inhibitors | Regulator of G-protein signaling 4 (Homo sapiens), P49798 | Transcreener GDP fluorescence polarization, RGS4-accelerated GTP hydrolysis | hit rate 0.039% among 390,000 | AID 504845, 2011; note: % is set by controls: 0 for no effect and ±100 for the full control effect; nearly all actives have a fitted effect of over 75% in size; some results filed as inactive show a strong effect at the top dose
# Target sequence (P49798 whole entry, looked up): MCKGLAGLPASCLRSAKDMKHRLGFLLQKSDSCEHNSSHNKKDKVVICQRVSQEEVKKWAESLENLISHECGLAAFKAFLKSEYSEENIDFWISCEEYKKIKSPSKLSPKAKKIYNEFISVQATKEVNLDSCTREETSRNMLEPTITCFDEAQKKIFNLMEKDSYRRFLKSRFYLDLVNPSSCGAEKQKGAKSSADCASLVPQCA
#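 MLSMR compounds (23 nl, pin-transferred) preincubated 10 min at room temperature with a 500nM (2x) first reagent, then RGS4 at 900nM (2x) plus Transcreener GDP mix added; fluorescence polarization (620/688 nm) read before and after 90 min at 30 °C.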
# rTrxR1 inhibitor – qHTS Assay for Inhibitors of Mammalian Selenoprotein Thioredoxin Reductase 1 (TrxR1): qHTS | recombinant rTrxR1, NADPH fluorescence consumption, selenite substrate | Potency, µM (series often up to 114 µM), inactives show at the highest dose activity change, negative = inhibition, most hits filed as inhibitors | hit rate 1% among 390,000; note: % is set by controls: 0 for no effect and ±100 for the full control effect; nearly all actives have a fitted effect of over 65% in size
#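 Rat TrxR1 (90 nM in the dispensed reagent) was pre-reduced with 400 uM NADPH for 5 min at room temperature, then incubated with compound for 15 min. After 400 uM selenite was added, NADPH fluorescence (Ex 340/Em 450 nm) was followed for 8 min.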
# 12-LOX inh – Primary qHTS assay for inhibitors of human arachidonate 12S-lipoxygenase (ALOX12): Round 2. Potency, µM (doses to about 108 µM), for inactives: at the top dose activity change, negative = inhibition, most hits filed as inhibitors. purified 12hLO, xylenol orange hydroperoxide absorbance. Polyunsaturated fatty acid lipoxygenase ALOX12 (Homo sapiens), P18054. AID 1671190, 2021. hit rate 1.1% among 580,000; note: % is set by controls: 0 for no effect and ±100 for the full control effect
#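 Hydroperoxide product was detected by ferrous iron/xylenol orange as the 573 to 405 nm absorbance ratio. Arachidonic acid at 40 uM (final) was turned over for 30 min at room temperature by 150 nM human 12hLO, pH 7.0 Hepes buffer, after 15 min compound preincubation.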
# * = called active by the depositor; i = inactive; ? = inconclusive; / = no result given; & = joins results of further samples; [ ] = remark or other dose. Unless noted, calls come from the whole dose curve; as a rule, active = well fitted curve in the direction sought with a large enough effect; inconclusive = small, poorly fitted or top-dose-only effect, or another doubt; inactive = no such curve, though single readings can be large; an effect the other way counts as inactive or inconclusive. Potency is the fitted concentration of half-maximal effect. This is a subset; the hit share may differ from the screen's.
SMILES,PGK inhibitor,GLS inh,JMJD2A Tudor,Pin1 inhibitor,ERG-DNA inh,HP1b binding inh,RGS4 inh,rTrxR1 inhibitor,12-LOX inh
Cn1c(/C(C#N)=C(\O)c2ccc(S(=O)(=O)N3CCCCC3)cc2)nc2ccccc21,-5.8%,-1.3%,-7.9%,-15.0%,2.3%,52.2%[activator],-4.8%,39.9%[activator],11.0%
Cc1ccccc1N1C(S)=C(C#N)C(=O)NC1c1cccs1 (stereo unspecified),6.5%,-18.6%,-26.6%,0.3%,-1.0%,26.4%,?,-21.0%[57.1 µM],?
CC(OC(=O)c1ccc2noc(-c3ccccc3)c2c1)C(N)=O (stereo unspecified),-1.2%,?,-18.2%,-2.5%,13.5%,-16.1%,-8.3%,-5.3%,?
COC(=O)c1ccc(-c2nc3cc(NC(C)=O)ccc3o2)cc1,i,11.0%,-2.3%,6.2%,-7.9%,0.7%,-8.1%,4.6%,-9.4%
CC(=O)Nc1ccc2c(c1)C(=O)c1cccc(C(=O)O)c1-2,-2.0%,0.8%,-11.8%,1.2%,1.9%,36.1%,-4.6%,-0.2%[11.4 µM],?
CC(C)(CC(=O)O)CC(=O)NNc1ncccc1C#N,-1.4%,-1.8%,-6.3%,-1.7%,4.6%,50.6%[activator],-13.8%,17.9%,5.3%
CCN(CC(=O)NCc1ccc(Cl)cc1)C(=O)Cc1ccc(OC)cc1,-1.5%,2.9%,-18.6%,-0.9%,9.1%,-15.0%,-8.6%,18.9%,0.0%
COc1cccc(-c2ocnc2C(=O)Nc2ccc(N3CCOCC3)cc2N2CCOCC2)c1,-0.7%,3.6%,?,3.0%,-12.2%,?,-24.3%,12.6%,5.4%
CCC(C)NC(=O)COc1ccc(S(=O)(=O)N2CCOCC2)cc1 (stereo unspecified),0.9%,0.0%,-9.6%,1.4%,/,27.9%,-9.0%,20.3%,3.5%
CCN1CCCC1CNCc1cccc(OC)c1OCc1ccccc1F (stereo unspecified),11.2%[11.5 µM],10.8%,-22.0%,0.1%,/,30.8%[activator],-14.6%,5.3%,0.0%
O=C(N/N=C/c1ccc[nH]1)c1cccnc1,-6.6%,?,?,0.4%,10.6%,-6.9%,-66.7%[11.4 µM],?,?
O=C(Cc1cccc2ccccc12)NN1C(=O)C2C(C1=O)C1C=CC2C12CC2 (stereo unspecified),-7.1%,-1.9%,-9.9%,4.4%,10.4%,26.8%,-3.5%,-6.8%,-7.4%
COc1cccc(OC)c1C(=O)NNC(=O)c1cccc(COc2ccc3c(c2)CCC3)c1,i,7.3%,-30.8%,7.0%,-6.2%,19.3%,-13.5%,3.7%,-1.4%
CCN1c2ccc(S(=O)(=O)N3CCOCC3)cc2N(Cc2ccc(OC)cc2)C1C (stereo unspecified),-2.1%,5.3%,5.6%,11.4%,13.8%,28.0%,18.8%,12.3%,-5.0%
Cn1c(CN2CCOCC2)nnc1SCc1cccc(F)c1,-0.4%,15.2%,-0.3%,1.6%,-7.2%,45.7%[activator],18.0%,30.1%,-18.9%&-17.2%
CCN(CC)S(=O)(=O)c1ccc2c(c1)N(CC(=O)NCCCN1CCN(c3ccccc3F)CC1)C(=O)CO2,8.9%,5.5%,-23.8%,4.4%,0.0%,20.1%,30.9%,-8.1%,-22.1%
CCCc1cc(=O)oc2cc(OCC(=O)Nc3ccc4c(c3)OCCO4)ccc12,-5.7%,-1.1%,-21.4%,0.0%,-12.0%,47.1%[activator],-15.4%,-8.4%,-10.5%
CCOC(=O)c1cnc2c(ccc3ccccc32)c1Nc1ccccc1OC,-7.9%,0.5%,7.2%,0.1%,-13.7%,57.2%[activator],9.2%,7.1%,?
COc1cc(S(=O)(=O)NCc2ccccn2)c(OC)cc1Cl,/,8.1%,-17.2%,-3.6%,/,3.2%,12.4%,11.5%[57.1 µM],1.2%
COc1ccccc1N1CCN(C(=O)c2ccc([N+](=O)[O-])s2)CC1,-7.3%,13.2%,-19.6%,-1.0%,5.1%,-4.3%,-15.2%,11.5%[57.1 µM],7.4%
Cc1cccc(NC(=O)/C(C#N)=C/c2ccc(Cl)cc2)n1,/,4.5%,5.4%,-1.4%,5.7%,55.4%[activator],-10.9%,15.6%,-19.6%
O=C(Cn1nc(C(=O)O)c2ccccc2c1=O)Nc1ccccc1C(F)(F)F,-4.8%,-3.3%,-26.8%,?,16.4%,17.8%,-44.6%,36.0%[activator][57.1 µM],5.7%
CN(C)C(CNC(=O)C1CCCN(C(=O)c2ccc(Cl)cc2)C1)c1ccco1 (stereo unspecified),-3.1%,10.1%,-30.8%,5.8%,7.7%,18.2%,-21.9%,?,-5.4%
COc1ccccc1OCC(=O)NCC1CCCCC1,-16.6%,3.0%,-2.2%,-3.2%,1.7%,18.7%,-8.4%,4.2%[57.1 µM],0.0%
COc1ccccc1C(=O)NCC(=O)N1CC=C(c2ccccc2)CC1,-0.4%,9.3%,-3.8%,-0.5%,2.0%[15.4 µM],16.8%,-33.9%,-11.0%,13.4%
O=C(N/N=C/c1cccnc1)c1ccc(NC(=O)c2ccc(Cl)cc2)cc1,-6.4%,-17.8%,-3.5%,-0.2%,10.0%,20.6%,-2.8%,18.3%[57.1 µM],5.4%
CCCN(CCC)C(=O)CSc1nc2ccsc2c(=O)n1NC(=O)c1ccccc1,4.6%,6.5%,-20.6%,-1.2%,-4.5%,15.3%,33.9%,9.5%,0.0%
Cn1c(C(=O)O)c(S(=O)(=O)c2ccc(Cl)cc2)c2ccccc21,i,-1.1%,5.1%,-9.9%,7.2%,20.1%,-7.8%,24.0%,0.0%
Cc1ccc(Nc2c([N+](=O)[O-])c(=O)oc3ccccc23)cc1C,-1.8%,8.8%,-29.9%,-1.7%,-4.5%,?,-6.7%,19.3%[57.1 µM],-22.3%
Cc1[nH]c2ccccc2c1C(=O)C(=O)N1CCN(C(=O)c2ccco2)CC1,0.2%,4.5%,-11.7%,-8.1%,7.4%,23.9%,-7.0%,-43.9%,-2.8%
COc1ccc(CNC(=O)CCC(=O)c2ccc(C)cc2)cc1OC,-7.4%,-6.1%,1.8%,-9.0%,-7.1%,33.0%,6.2%,10.9%,-5.8%
COc1ccc(CCc2nnc(N)s2)cc1OC,i,-0.7%,-6.9%,-3.8%,2.4%,21.6%,14.2%,20.3%,-5.8%
Cc1ccc(S(=O)(=O)NC2(C(F)(F)F)C(=O)Nc3c2c(=O)n(C)c(=O)n3C)cc1 (stereo unspecified),-5.5%,0.7%,-11.9%,-1.1%,-12.5%,9.2%,28.8%,8.4%[57.1 µM],-24.0%
O=C1CN(C(=O)c2ccc(S(=O)(=O)N3CCCC3)cc2)C(c2ccc(F)cc2)c2cc(Br)ccc2N1 (stereo unspecified),-4.7%,2.7%,-8.9%,15.1%,-2.6%,38.7%,-23.9%,-1.0%,-10.6%
O=C(Nc1ccc(Cl)c(Cl)c1)Nc1ccc(Br)cc1F,-3.7%,4.5%,-1.0%,0.3%,11.2%,40.6%[activator],-6.6%,-9.8%,?
COc1ccccc1/C=N/NC(=O)CNC(=O)c1ccc(S(=O)(=O)N(C)C)cc1,-4.3%,0.0%,-11.9%,-9.7%,-24.2%,31.3%,9.3%,17.0%,-2.2%
N=C(N)c1ccc(O)cc1,0.5%,-18.0%,-6.5%,5.2%,2.0%,22.7%,-4.1%,-0.5%[57.1 µM],-8.3%
Cc1nc2ccccn2c1P(=O)(N1CCCCC1)N1CCCCC1,5.3%,5.4%,-8.3%,-0.3%,/,23.7%,-9.8%,6.0%,10.9%
Cc1cc(C)c(S(=O)(=O)N2CCN(C(=O)CCn3nc(C)c(C)c3C)CC2)c(C)c1,-2.3%,-9.2%,-4.2%,-1.4%,14.0%,27.7%,22.7%,6.7%[57.1 µM],-15.7%
CN1CCCC(OC(=O)c2cc(Br)ccc2Cl)C1 (stereo unspecified),5.8%,17.4%,-10.3%,-4.1%,-5.9%,15.0%,10.8%,0.4%[57.1 µM],163.4%[activator]

# Exported with tabs: part of the list above
structure	PGK inhibitor	GLS inh	JMJD2A Tudor	Pin1 inhibitor	ERG-DNA inh	HP1b binding inh	RGS4 inh	rTrxR1 inhibitor	12-LOX inh
COc1ccc(CCc2nnc(N)s2)cc1OC	i	-0.7%	-6.9%	-3.8%	2.4%	21.6%	14.2%	20.3%	-5.8%
COc1ccccc1C(=O)NCC(=O)N1CC=C(c2ccccc2)CC1	-0.4%	9.3%	-3.8%	-0.5%	2.0%[15.4 µM]	16.8%	-33.9%	-11.0%	13.4%
